# Bioassay records from PubChem BioAssay.
# C2C12 statin: protects C2C12 myotubes from simvastatin toxicity. ATP luminescence, 48 h; scaled: DMSO 0, geranylgeraniol control 100. rescue of ATP level, % at 7.49 µM. 330,000 tested, 0.78% active. AID 602340;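 active = mean ATP rescue above about 67%, or every replicate alone reaching that limit, limit read from the data, passing the limit was not always enough; inconclusive = no clear call, values can overlap the other calls; inactive = mean under the limit and some replicate under it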;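 note: myotubes were challenged with 10 µM simvastatin during compound exposure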
# PglD inh: inhibitors of Campylobacter jejuni PglD acetyltransferase; purified PglD enzyme, DTNB colorimetric CoA detection; inhibition, % at 12.5 µM; 360,000 tested, 0.098% active; AID 602405; in the data active = inhibition above about 16%, passing the limit was not always enough; inconclusive = no clear call, values can overlap the other calls; note: strong numbers were not always called active
# S100A4 MyoIIA: S100A4-myosin IIA interaction inhibition; S100A4/TAMRA-MyoIIA peptide fluorescence polarization; inhibition, % at 10.7 µM; 360,000 tested, 0.14% active;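 active = mean inhibition of at least 70% across replicates, with every replicate also reaching that level; inconclusive = mean inhibition reaches 70% but some replicates fall short; inactive = mean inhibition below 70%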
# Target sequence (P26447 whole entry, looked up): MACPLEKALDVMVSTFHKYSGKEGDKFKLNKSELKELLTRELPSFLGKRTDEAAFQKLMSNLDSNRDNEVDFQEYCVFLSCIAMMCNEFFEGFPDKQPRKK
#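 incubation = readout 5 min after mixing, signal stable up to 60 min | system = S100A4 monomer protein | buffer or medium = HEPES pH 7.2 with CaCl2, KCl, NaCl, DTT, Triton | benchmarks = neutral control DMSO, positive control TFP | also added = fluorescent myosin IIA peptide, 5 nM | compound dosing = one concentration per compound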
# DENV2 CPE rescue: inhibitors of DENV2 cytopathic effect; DENV2-infected cells, cytopathic effect rescue, plate reader; CPE inhibition, % at 9.99 µM; 350,000 tested, 1.7% active; AID 651640; in the data active = CPE inhibition above about 20%, passing the limit was not always enough; inconclusive = no clear call, values can overlap the other calls; tested in BHK-21 cells;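 note: 0% = median of neutral control wells and 100% = median of positive control wells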
# SIRT5 block: blocks human SIRT5 desuccinylation of peptide; Q9NXA8; AID 652115; 330,000 tested, 1.1% active; Purified SirT5, succinyl-peptide AMC, trypsin-coupled fluorescence; inhibition, % at 15 µM; in the data active = inhibition above about 15%; inconclusive = no clear call, values can overlap the other calls
# Target sequence (Q9NXA8 whole entry, looked up): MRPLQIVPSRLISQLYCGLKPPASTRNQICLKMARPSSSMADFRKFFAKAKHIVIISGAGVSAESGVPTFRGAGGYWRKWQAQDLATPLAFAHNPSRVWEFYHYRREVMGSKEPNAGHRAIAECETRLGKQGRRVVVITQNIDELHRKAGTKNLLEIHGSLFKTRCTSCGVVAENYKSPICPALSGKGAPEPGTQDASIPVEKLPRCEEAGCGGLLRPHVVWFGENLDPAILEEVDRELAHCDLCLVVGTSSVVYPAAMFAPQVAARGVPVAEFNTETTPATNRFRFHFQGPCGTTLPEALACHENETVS
# ERp5 inh: blocks human ERp5 reductase activity on insulin; ERp5 insulin aggregation, absorbance 650 nm, 90 min; inhibition, % at 9.99 µM; 350,000 tested, 0.05% active;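 active = mean replicate inhibition above about 25%, with every replicate also reaching it, limit read from the data, passing the limit was not always enough; inconclusive = only one of those two criteria met; inactive = neither criterion met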
# E-selectin induc: E-selectin induction on HUVECs; HUVEC E-selectin immunofluorescence imaging; normalized: neutral wells 0, TNF-alpha wells 100; activation, % at 7.58 µM; P16581; 260,000 tested, 0.37% active; AID 686992;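 active = mean E-selectin-positive cell signal at least 10% of the positive control, reached in at least 60% of replicates, without over 20% cell loss; inconclusive = no rule given, readout overlaps actives, possibly toxicity-flagged; inactive = the rest, including those meeting only one limit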;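 note: in these data hits start at about 27%; measured in HUVEC primary endothelial cells; signal is the percent of cells scored E-selectin positive by PE staining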
# Target sequence (P16581 whole entry, looked up): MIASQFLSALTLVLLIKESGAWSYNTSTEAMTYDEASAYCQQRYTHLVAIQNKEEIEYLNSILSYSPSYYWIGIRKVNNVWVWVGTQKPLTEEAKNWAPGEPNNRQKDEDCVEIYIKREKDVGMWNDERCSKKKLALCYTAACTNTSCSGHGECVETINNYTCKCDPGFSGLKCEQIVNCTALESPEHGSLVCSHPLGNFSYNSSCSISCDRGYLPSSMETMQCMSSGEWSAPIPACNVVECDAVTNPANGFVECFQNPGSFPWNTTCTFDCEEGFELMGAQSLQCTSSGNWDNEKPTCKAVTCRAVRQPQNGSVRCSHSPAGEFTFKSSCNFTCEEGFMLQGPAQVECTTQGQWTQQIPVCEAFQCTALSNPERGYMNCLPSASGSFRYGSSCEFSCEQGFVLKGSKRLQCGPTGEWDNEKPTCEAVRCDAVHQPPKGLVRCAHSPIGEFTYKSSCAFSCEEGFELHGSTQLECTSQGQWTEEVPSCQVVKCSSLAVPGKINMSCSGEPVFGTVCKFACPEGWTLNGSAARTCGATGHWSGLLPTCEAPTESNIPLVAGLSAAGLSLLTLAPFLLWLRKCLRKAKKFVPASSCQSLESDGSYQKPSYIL
#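 System: HUVEC / Compound: single concentration / Signal: immunofluorescence imaging / Read-out: percent E-selectin-positive cells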
# * = called active by the depositor; ? = inconclusive; . = not tested or not shown. Only part of the results is shown, so the mix of outcomes need not match the whole.
cpd	SMILES	E-selectin induc	DENV2 CPE rescue	PglD inh	S100A4 MyoIIA
1	CCN(Cc1ccncc1)C(=S)NCc1ccccc1	.	-6.5	.	-4.7
2	N#Cc1ccc(-c2csc(NC(=O)c3cc(-c4cccs4)nc4ccccc34)n2)cc1	0.8	1.8	1.9	-3.4
3	C[C@@H]1CCCCO[C@H](CN(C)Cc2ccc(Cl)c(Cl)c2)[C@@H](C)CN([C@@H](C)CO)C(=O)c2cc(NC(=O)NC3CCCCC3)ccc2O1	-0.3	2.1	.	-12.8
4	COC(=O)CCCCCCC(=O)Nc1ccc(NC(=O)CCCC[P+](c2ccccc2)(c2ccccc2)c2ccccc2)cc1	.	3.2	-3.7	7.1
5	COc1ccc(-c2[nH]ncc2CN2CCC(OCc3ccccc3)CC2)c(F)c1	.	0.9	-1.4	6.5
6	O=C(O)c1ccc(-n2nnnc2SCc2ccccc2Br)cc1	-1.6	-4.2	3.8	-3.1
7	Cc1ccc(S(=O)(=O)N2C[C@H](O)COC[C@H]3O[C@@H](CC(=O)N[C@@H]4CCN(Cc5ccccc5)C4)CC[C@@H]32)cc1	-0.1	1.2	2.5	2.2
8	Cc1cc(Cl)ccc1OCC(=O)OCC(=O)N1CCC(C(N)=O)CC1	.	9.6	-2.4	-3.7
9	N#Cc1ccc(-c2nc3ccc(Cl)cn3c2Cc2cccc(F)c2)cc1	0.7	-3.8	5.4	2.7
10	CCN(CC)C(=O)/C=C/c1ccc(OC)c(S(=O)(=O)N2CCCCC2)c1	.	0.9	.	1.1
11	CCC(=O)N1CCc2cc(S(=O)(=O)NCCC(=O)N3CC=C(c4ccccc4)CC3)ccc21	-2.2	.	0.6	.
12	Cc1ccc(S(=O)(=O)Nc2ccc3c(c2)C(=O)N([C@H](C)CO)C[C@H](C)[C@H](CN(C)C(=O)Nc2ccc(F)cc2)O3)cc1	-0.1	-9.4	1.5	-36.1
13	CC(C)NC(=O)N(C)C[C@H]1Oc2ncc(-c3ccc(C(=O)N(C)C)cc3)cc2C(=O)N([C@H](C)CO)C[C@H]1C	0.5	-6.4	-0.8	-3.2
14	CS(=O)(=O)N1[C@H](CO)[C@@H](c2ccccc2)C12CN(C(=O)c1ccccc1F)C2	0.3	1.7	.	0.9
15	Cc1ccc(NS(=O)(=O)c2ccccc2F)cc1S(=O)(=O)N1CCCCC1	1.6	-3.9	3.1	10.2

cpd	SIRT5 block	ERp5 inh	C2C12 statin
1	-1.1	0.1	.
2	1.7	1.9	-5.4
3	-1.4	-0.9	.
4	-2.7	-0.5	.
5	2.6	-5.2	9.9
6	-0.9	-1.0	-19.3
7	-1.7	5.8	-4.8
8	-2.6	-6.5	12.8
9	10.5	1.3	-3.2
10	2.3	2.4	.
11	.	.	-3.4
12	-12.5	-0.6	18.7
13	-4.3	-8.9	-4.8
14	-3.1	5.8	.
15	-2.8	2.5	2.0

# (list continues)
cpd	SMILES	E-selectin induc	DENV2 CPE rescue	PglD inh	S100A4 MyoIIA
16	Cc1noc(C)c1S(=O)(=O)N(C)C[C@H]1Oc2c(NC(=O)Nc3ccc4c(c3)OCO4)cccc2C(=O)N([C@H](C)CO)C[C@@H]1C	1.1	-2.6	-5.4	-5.2
17	CCCN(CCC)Cc1c(C(=O)N/N=C/C(C)=C\c2ccccc2)nnn1-c1nonc1N	0.5	-5.3	0.1	-5.1
18	N#C[C@@H]1[C@H](c2ccc(C#CCC3CCCC3)cc2)[C@H](CO)N1C(=O)c1ccccn1	0.5	-23.9	0.5	-25.4
19	CSc1cccc(CN2CCN(CCc3ccccc3)C(CCO)C2)c1 (centres undefined)	0.5	-0.8	.	-5.2
20	COC(=O)c1noc(C)c1-c1ccnn1C(=O)c1ccc(Cl)cc1	.	2.4	.	2.3
21	O=c1[nH]c2ccc(NCc3ccc(F)cc3)cc2[nH]1	.	1.2	2.9	-1.3
22	COC(=O)CCC(=O)NS(=O)(=O)c1ccc(N=NN2CCOCC2)cc1	.	1.2	.	-2.5
23	CCOC(=O)C1CCN(c2nc3ccccc3n2CC(=O)c2ccccc2)CC1	3.6	4.9	.	3.0
24	O=C(O)c1cc2nc(-c3cccs3)cc(C(F)(F)F)n2n1	.	-0.6	-7.9	-1.2
25	Cc1ccc(S(=O)(=O)N(C)C[C@H]2Oc3ccc(NS(=O)(=O)c4ccc(F)cc4)cc3CC(=O)N([C@@H](C)CO)C[C@H]2C)cc1	-0.3	-6.0	2.5	17.4
26	CCOC(=O)CN1CC23C=CC(O2)C(C(=O)N2CCN(c4ccc(F)cc4)CC2)C3C1=O (centres undefined)	2.2	-9.2	-2.0	-2.0
27	C=CCOc1c2ccc(C(=O)NCc3ccc(OC)cc3)cc2nn1C	0.8	-6.3	-5.3	-1.5
28	CCCc1n(CC)c2ccccc2[n+]1CC(O)COC1CCCCC1 (centres undefined)	.	5.2	-1.1	-3.6
29	Cc1ccc2c(c1)N(Cc1cccc(F)c1)C(=O)C(C)O2 (centres undefined)	0.1	0.6	-4.4	-2.2
30	CC(C)OC(=O)C1C(=O)CC(C)(O)C(C(=O)OC(C)C)C1c1cccc([N+](=O)[O-])c1 (centres undefined)	0.2	-3.1	.	-4.4

cpd	SIRT5 block	ERp5 inh	C2C12 statin
16	4.0	-0.9	8.3
17	16.4*	-3.0	.
18	11.4	6.5	-16.2
19	-3.1	1.6	.
20	-3.3	1.3	-1.7
21	1.4	0.9	10.0
22	-1.0	8.8	.
23	-0.6	4.1	.
24	-4.0	14.7	-2.9
25	-2.8	1.8	8.0
26	0.3	2.9	14.0
27	-4.8	-0.5	19.4
28	0.8	-69.2	-106.3
29	-2.9	1.8	-2.0
30	-1.3	-3.8	.

# Single entries from the list.
# entry 25 | ERp5 inh = 1.8
# entry 22 | S100A4 MyoIIA = -2.5

# Limited to SIRT5 block, for 4 of the compounds above:
no. | SMILES | SIRT5 block
26 | CCOC(=O)CN1CC23C=CC(O2)C(C(=O)N2CCN(c4ccc(F)cc4)CC2)C3C1=O (centres undefined) | 0.3
27 | C=CCOc1c2ccc(C(=O)NCc3ccc(OC)cc3)cc2nn1C | -4.8
28 | CCCc1n(CC)c2ccccc2[n+]1CC(O)COC1CCCCC1 (centres undefined) | 0.8
29 | Cc1ccc2c(c1)N(Cc1cccc(F)c1)C(=O)C(C)O2 (centres undefined) | -2.9

# Next section.
cpd	SMILES	E-selectin induc	DENV2 CPE rescue	PglD inh	S100A4 MyoIIA
31	C[C@H]1CN([C@@H](C)CO)C(=O)c2cc(NC(=O)CCCN(C)C)ccc2O[C@H]1CN(C)CC1CC1	-2.8	-6.1	-1.5	-0.4
32	O=C(CSc1nc(O)cc(=O)n1-c1ccccc1)N1CCCCC1	.	7.5	.	-8.8
33	COc1ccc(C2C(C(=O)/C=C/c3ccco3)=C(O)C(=O)N2CCN2CCOCC2)cc1OC (centres undefined)	.	8.6	0.1	-5.4
34	CCN1CCc2c(OCC(=O)N3CCC(C)CC3)cccc2C1=O	.	6.5	-3.4	-1.7
35	C[C@@H]1CN([C@H](C)CO)C(=O)c2cc(NC(=O)Cn3cnnn3)ccc2O[C@H]1CN(C)C(=O)Nc1ccc2c(c1)OCO2	0.0	-5.0	3.8	-5.7
36	Cc1ccc(CNC(=O)CCC2CCCN(Cc3cc4ccccc4o3)C2)o1 (centres undefined)	-0.1	-1.4	4.6	-3.1
37	COC(=O)c1cc(OC)c(OC)cc1NC(=O)c1cc(OC)cc(OC)c1	.	.	.	-5.9
38	N#Cc1cc(C(=O)c2ccccc2OCC(=O)Nc2ccccc2Cl)cn(C2CCCCC2)c1=O	.	-1.4	.	6.9
39	COc1ccc(CNC(=O)C2CCCN2S(=O)(=O)c2ccc(F)cc2)cc1 (centres undefined)	-0.1	6.0	.	-4.6
40	Cc1noc(C)c1S(=O)(=O)Nc1cccc2c1O[C@@H](CN(C)Cc1ccncc1)[C@@H](C)CN([C@@H](C)CO)C2=O	0.4	-8.9	-45.9	-10.7
41	O=C(/C=C/c1ccccc1[N+](=O)[O-])NCCN1C(=O)S/C(=C\c2ccc(F)cc2)C1=O	.	-6.2	3.5	-21.6
42	Cc1ccc(NC(=O)N2CCC(NC(=O)c3cccc(F)c3)CC2)cc1	.	?	1.6	6.6
43	CN(C)c1cccc2c(S(=O)(=O)NCc3ccc(S(N)(=O)=O)cc3)cccc12	0.0	-4.4	2.0	0.6
44	CC(NC(=O)c1ccco1)C(=O)OCc1cccc(C(F)(F)F)c1 (centres undefined)	-1.0	2.0	-2.7	0.6
45	Cn1cnc(S(=O)(=O)N[C@H]2CC[C@@H](CC(=O)N3CCN(c4ccccc4)CC3)O[C@@H]2CO)c1	4.4	-0.3	0.6	1.3

cpd	SIRT5 block	ERp5 inh	C2C12 statin
31	2.1	1.1	-14.0
32	-2.5	-3.5	.
33	0.1	-2.8	2.1
34	1.6	8.2	9.5
35	1.0	-1.3	-20.8
36	0.1	-0.3	7.5
37	15.7*	-3.1	-22.9
38	-4.5	-2.9	.
39	0.0	9.3	.
40	-1.6	10.7	.
41	-1.7	1.0	-7.2
42	-0.8	4.5	12.5
43	5.0	2.5	-6.1
44	1.6	-17.2	-4.6
45	2.3	1.3	-2.2

# Along the list, as entered above.
# Compounds 30 to 34 in DENV2 CPE rescue: -3.1, -6.1, 7.5, 8.6, 6.5
# Compounds 30 to 34 in C2C12 statin: ., -14.0, ., 2.1, 9.5
# Compounds 30 to 34 in ERp5 inh: -3.8, 1.1, -3.5, -2.8, 8.2

# (more compounds)
cpd	SMILES	E-selectin induc	DENV2 CPE rescue	PglD inh	S100A4 MyoIIA
46	Cc1cccc(C(=O)Nc2cccc3c2CCCC3)c1	.	-2.8	2.5	-3.5
47	Cc1onc(-c2ccccc2Cl)c1C(=O)NNC(=O)c1nn(C)cc1Cl	.	-2.5	.	-2.0
48	COc1ccc(N2CCN(C(=O)CNS(=O)(=O)c3ccc(C)c(C)c3)CC2)cc1	.	3.5	1.3	-0.1
49	O=C(C[C@@H]1C[C@@H]2c3cc(NC(=O)C4CCOCC4)ccc3O[C@@H]2[C@@H](CO)O1)NCc1ccc2c(c1)OCO2	0.2	0.9	-0.8	7.6
50	CCCNC(=O)C1(C)CCCN(Cc2ccc(C(=O)OCC)o2)C1 (centres undefined)	0.2	-5.9	10.0	19.4
51	Cc1ccc(C)c(NC(=O)CSc2n[nH]c(-c3ccccn3)n2)c1	0.1	18.9	.	-6.0
52	NCC[C@H]1CC[C@H](NC(=O)C2CCCCC2)[C@@H](CO)O1	-0.1	-2.0	1.1	3.9
53	Cc1ccc(S(=O)(=O)Nc2ccc3c(c2)C(=O)N([C@@H](C)CO)C[C@H](C)[C@H](CN(C)C(=O)CCC(F)(F)F)OCCCC[C@H](C)O3)cc1	.	-2.3	-0.2	-4.8
54	CCOc1ccc(S(=O)(=O)Nc2ccc(C(=O)N3CCC3)cc2)cc1	-1.7	2.2	.	34.8
55	CCN(CC(=O)NC(C)C)C(=O)Cc1ccc(C)c(C)c1	2.3	.	.	3.4
56	CCOC(=O)C1CCN(C(=O)Cn2nc(C)n3nc(-c4ccc(CC)cc4)cc3c2=O)CC1	.	1.5	-2.9	-5.6

cpd	SIRT5 block	ERp5 inh	C2C12 statin
46	-6.6	-2.5	2.7
47	-1.4	0.3	.
48	-2.5	0.0	5.5
49	-0.3	-0.3	8.3
50	.	1.1	3.5
51	-5.5	-4.0	-0.6
52	-0.3	0.3	7.0
53	17.2*	0.5	.
54	2.7	0.4	.
55	4.6	-4.8	.
56	-4.3	4.6	-3.3
